EPAC2 antag – qHTS for Antagonist of cAMP-regulated guanine nucleotide exchange factor 2 (EPAC2): primary screen; Rap guanine nucleotide exchange factor 4 (Homo sapiens), Q8WZA2; actives 0.18% (n = 360,000); Potency, µM (top dose mostly 114 µM), inactives show top-dose activity, negative = inhibition, hits mostly inhibitors; AID 720708, 2013; EPAC2 GEF exchange of Rap1B-BODIPY-GDP, fluorescence; also: potency is read from the fitted curve at half-maximal effect; % is scaled to controls: 0 for no effect and ±100 for the full control effect; nearly all actives have a fitted effect of over 45% in size; many of its hits are not listed in these tables
EPAC1 agonist – qHTS for Agonist of cAMP-regulated guanine nucleotide exchange factor 3 (EPAC1): primary screen. actives 0.073% (n = 360,000). AID 720707, 2013. EPAC1 agonist qHTS, biochemical assay; response scale: 100% = response to 6.5 mM cAMP. Potency, µM (titrated, usually from 154 µM), without a hit: at the top dose activation, usual class: activators; also: potency is read from the fitted curve at half-maximal effect; nearly all actives have a fitted effect of over 60% in size
Target sequence (O95398 whole entry, looked up): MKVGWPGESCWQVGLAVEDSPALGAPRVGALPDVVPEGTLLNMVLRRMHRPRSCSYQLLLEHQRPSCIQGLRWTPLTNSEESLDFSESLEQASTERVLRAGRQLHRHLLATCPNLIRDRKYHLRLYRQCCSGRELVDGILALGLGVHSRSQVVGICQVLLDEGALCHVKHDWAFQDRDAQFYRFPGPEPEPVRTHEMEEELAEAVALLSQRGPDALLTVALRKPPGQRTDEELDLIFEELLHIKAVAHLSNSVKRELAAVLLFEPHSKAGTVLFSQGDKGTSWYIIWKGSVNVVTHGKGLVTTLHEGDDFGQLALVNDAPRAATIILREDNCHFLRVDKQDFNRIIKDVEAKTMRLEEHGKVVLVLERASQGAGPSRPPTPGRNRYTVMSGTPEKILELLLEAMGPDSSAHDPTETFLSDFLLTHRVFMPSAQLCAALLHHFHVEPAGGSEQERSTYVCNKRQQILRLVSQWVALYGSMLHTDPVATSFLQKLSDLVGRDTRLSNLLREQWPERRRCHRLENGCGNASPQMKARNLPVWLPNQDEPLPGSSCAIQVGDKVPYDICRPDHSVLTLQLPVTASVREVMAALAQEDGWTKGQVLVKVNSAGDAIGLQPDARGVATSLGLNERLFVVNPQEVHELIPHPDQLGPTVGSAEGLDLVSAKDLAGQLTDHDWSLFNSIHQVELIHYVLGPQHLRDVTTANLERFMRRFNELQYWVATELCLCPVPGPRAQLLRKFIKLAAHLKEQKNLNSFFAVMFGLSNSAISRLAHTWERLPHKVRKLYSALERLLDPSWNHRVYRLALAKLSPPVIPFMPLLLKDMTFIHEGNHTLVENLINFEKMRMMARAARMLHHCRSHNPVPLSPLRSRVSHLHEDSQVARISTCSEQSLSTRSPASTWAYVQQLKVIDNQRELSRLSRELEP
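Normalized to 6.5 mM cAMP, activity reflects EPAC1-catalysed release of BODIPY-GDP from Rap1B, followed kinetically over 30 min at 480 nm excitation, 540 nm emission. Reaction contained 100 nM EPAC1, 250 nM Rap1B-BODIPY-GDP, 50 uM GDP.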
EPAC1 antag – qHTS for Antagonist of cAMP-regulated guanine nucleotide exchange factor 3 (EPAC1): primary screen; Rap guanine nucleotide exchange factor 3 (Homo sapiens), O95398; EPAC1 GEF assay, Rap1b-BODIPY-GDP exchange fluorescence; Potency, µM (highest dose often 115 µM), without a hit: at the top dose activity change, negative = inhibition, hits mostly inhibitors; actives 0.14% (n = 360,000); AID 720709, 2013;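 also: potency is read from the fitted curve at half-maximal effect; plate controls were vehicle for no effect and positive control for full effect; nearly all actives have a fitted effect of over 50% in size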
PLK1 PBD inh – qHTS for Inhibitors of PLK1-PDB (polo-like kinase 1 - polo-box domain): Primary Screen; Potency, µM, for inactives: max response, negative = inhibition, actives largely listed as inhibitors; Serine/threonine-protein kinase PLK1 (Homo sapiens), P53350; Plk1 PBD binding of FITC phosphopeptide, fluorescence polarization; AID 720504, 2013; actives 2.8% (n = 360,000); also: potency is read from the fitted curve at half-maximal effect; series mostly up to about 57 µM; % is scaled to controls: 0 for no effect and ±100 for the full control effect; nearly all actives have a fitted effect of over 65% in size
Mm-Cpn inhibitor – Inhibitors of TCP-1 ring complex (TRiC) of Methanococcus maripaludis (MmCpn): qHTS. purified Mm-Cpn ATPase, ADP Transcreener TR-FRET. Potency, µM (highest dose often 76.9 µM), for inactives: top-dose activity, negative = inhibition, usual class: inhibitors. Chaperonin Mm-Cpn (Methanococcus maripaludis). actives 0.031% (n = 330,000); also: potency is read from the fitted curve at half-maximal effect; % is scaled to controls: 0 for no effect and ±100 for the full control effect; nearly all actives have a fitted effect of over 80% in size
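Quantitative HTS used 25 nM Mm-CPN and 10 uM ATP in magnesium/KCl Tris buffer, pH 7.4, with 1 mM DTT. Hydrolysis ran 30 min at 37°C; ADP was read by HTRF.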
PI5P4Ka inh – qHTS for Inhibitors of phosphatidylinositol 5-phosphate 4-kinase (PI5P4K). max response, %. AID 652105, 2013. Phosphatidylinositol 5-phosphate 4-kinase type-2 alpha (Homo sapiens), P48426. actives 1.2% (n = 330,000). PI5P4Kalpha enzyme, ADP-Glo luminescence, 60 min; stronger effect = lower value; active = max response of -50% or lower; inconclusive = between -30% and -50%; inactive = -30% or higher; also: value at the top dose of about 77 µM; % is scaled to controls: 0 for no effect and ±100 for the full control effect
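Luminescence from ADP-Glo served as readout of PI5P4Kalpha activity in a qHTS format. Reaction: enzyme, substrate, compound, ATP at 5 microM final, 60 min at RT.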
CCT modulator – High-Throughput Screening for Modulators of Cytosolic Chaperonin Activity | actives 0.3% (n = 360,000) | activity change, % (no concentration beside the values), hits read low | purified chaperonin ATPase assay, HTRF ADP detection, 30 min | AID 651819, 2012; in the data active = activity change below about -30%; also: % is scaled to controls: 0 for no effect and ±100 for the full control effect
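ATPase activity: ADP formed was measured by HTRF Transcreener (665/615 nm ratio) after 30 min at 37 deg C with 10 uM ATP. Compounds screened at one 76 uM concentration against 40 or 20 nM TRiC in Tris pH 7.4/KCl/MgCl2/DTT buffer.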
WRN helicase inh – qHTS for Inhibitors of WRN Helicase | Bifunctional 3'-5' exonuclease/ATP-dependent helicase WRN (Homo sapiens), Q14191 | Potency, µM (doses to about 114 µM), without a hit: at the highest dose activity change, negative = inhibition, hits mostly inhibitors | WRN helicase unwinding, fluorescent forked duplex, kinetic | actives 0.46% (n = 360,000); also: potency is read from the fitted curve at half-maximal effect; % is scaled to controls: 0 for no effect and ±100 for the full control effect; nearly all actives have a fitted effect of over 55% in size
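Kinetic red-fluorescence monitoring (525/598 nm) tracks WRN helicase activity after 100 nM fluorophore-quencher forked duplex and 2 mM ATP are added to 20 nM enzyme pretreated 15 min at room temperature with compound.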
* hit, by the source's call; ? = inconclusive; nt = not tested or not shown; & = joins results of further samples; [ ] = dose if it differs, or a comment. Unless noted, calls follow the shape of the dose curve; as a rule, active = well fitted curve in the direction sought with a large enough effect; inconclusive = small, poorly fitted or top-dose-only effect, or another doubt; inactive = no such curve, though single readings can be large; an effect the other way counts as inactive or inconclusive. Not all compounds are listed; rates above refer to the full screens.

SMILES	EPAC2 antag	EPAC1 agonist	EPAC1 antag	PLK1 PBD inh	Mm-Cpn inhibitor	PI5P4Ka inh	CCT modulator	WRN helicase inh
CCC/C(C)=N\Nc1nc2c(c(=O)n(C)c(=O)n2C)n1C	4%	-4%	-2%	-2%	2%	-14	-2.5	-6%
O=C(Nc1ccc2c(c1)OCCO2)c1ccoc1	6%	-5%	13%	4%	0%	3	-0.7	-10%
CC(C)NC(=O)CN1CCC(O)(c2ccccc2)CC1	4%	3%	-1%	-5%	0%	nt	-1.2	3%
O=C(Nn1cc(C(=O)Nc2ccc(F)cc2F)c2ccccc2c1=O)c1cnccn1	-3%	4%	12%	-1%	3%	5	-9.1	-5%
COc1ccc(-n2nc(C(=O)NCC(=O)N3CCCCC3)c3ccccc3c2=O)cc1	1%	-5%	-3%	-3%	0%	-5	0.5	5%
CCCCNC(=O)C1c2ccccc2C(=O)N(c2ccc(OC)cc2)C1c1ccc(OC)cc1 (configuration not stated)	-2%	17%	-3%	-6%	-4%	nt	-3.0	9%
Cc1[nH]c(=O)[nH]c(=O)c1N1CCOCC1	-10%	8%	6%	2%	1%	4	1.1	-6%
CCn1cc(C(=O)N2CCc3ccccc32)c(=O)c2cc(S(=O)(=O)N(C)C3CCCCC3)ccc21	0%	11%	-8%	-11%	-1%	-7	-2.0	3%
COc1ccc(NC(C)C(=O)Nc2cccc(S(=O)(=O)N3CCOCC3)c2)cc1OC (configuration not stated)	-4%	-2%	0%	-2%	-3%	2	1.0	-11%
S=C(CSc1ccccc1)Nc1cccc2ccccc12	-15%	21%	-4%	11µM*	nt	3	0.2	4%
CCOc1ccccc1NC(=O)C(OC(=O)c1ccccc1O)c1ccccc1 (configuration not stated)	12%	-11%	-7%	-1%	-2%	13	0.9	2%
COc1ccc(-c2cccc(NS(=O)(=O)c3cc([N+](=O)[O-])ccc3Cl)c2)nn1	-16%	19%	-9%	-6%	-1%	-11	-1.3	-18%
CCCCCCN1C2=NCCCN2c2ccccc21	7%	0%	-10%	6%	-8%	4	-0.4	2%
Nc1ccccc1-c1ccc([N+](=O)[O-])cc1	0%	7%	-5%	-8%	nt	-6	0.8	4%
Nc1ccc(NC(=O)c2cccs2)cc1	5%	-1%	-16%	0%	-2%	2	-0.2	6%
O=C(OCC(=O)N1CCOCC1)c1ccccc1OCc1ccc(Cl)cc1	-8%	9%	1%	-9%	2%	3	-1.0	9%
O=C(NCc1cc(Cl)cc(Cl)c1)c1csc(COCCO)n1	19%	-11%	20%	1%	nt	-3	0.6	-4%
CCc1nc(SCC(=O)c2ccccc2)c2ccccc2n1	-29%	12%	-14%	?	0%	4	1.7	-16%
CC(C)c1nnc(NC(=O)CCCC(=O)O)s1	14%	-1%	12%	-4%	-3%	-6	-1.4	-2%
COc1ccc([N+](=O)[O-])cc1NC(=O)c1cc(C)c(C)o1	6%	-2%	-19%	-15%	1%	-3	-1.3	1%
O=C(O)C1CCN(C(=O)CSc2nc3ccccc3c(=O)n2Cc2ccccc2)CC1	-1%	7%	10%	-4%	-3%	-1	0.0	8%
Fc1cccc(NC(=S)NNc2c3ccccc3nc3ccccc23)c1	11%	-11%	-2%	-1%	?	?	1.4	-20%
O=c1nc(NC2CCCC2)ccn1Cc1cccc(Br)c1	1%	4%	-1%	-5%	-2%	nt	0.1	-12%
c1ccc(-c2csc3nnc(SCc4ccc5c(c4)OCCO5)n23)cc1	1%	9%	6%	-3%	-1%	-2	-1.8	1%
Cc1cc(Cl)ccc1OCc1nc(-c2ccc(O)cc2)n[nH]1	?	18%	-16%	2%	3%	1	-0.2	-11%
CCOC(=O)c1ccc(N2C(=O)c3n[nH]c(C)c3C2c2ccc(OC)cc2OC)cc1 (configuration not stated)	9%	12%	1%	-8%	-9%	-2	-0.6	-20%
CN1C(=O)C(CC(=O)Nc2ccc(Cl)cc2)N(Cc2ccco2)C1=S (configuration not stated)	0%	2%	-1%	-18%	1%	?	0.6	-4%
O=C(c1ccc(-n2ccnc2)cc1)N1CCCC(CO)(Cc2cccc(Cl)c2)C1 (configuration not stated)	-16%	13%	-7%	2%	2%	0	-2.3	-7%
Cc1ccc(C2NC(=O)c3c(sc(C)c3C)N2)c(O)c1 (configuration not stated)	-10%	4%	-8%	?	-1%	nt	0.5	-27%
CC(NC(=O)CSc1nnc2n1CCCCC2)c1ccccc1Cl (configuration not stated)	0%	12%	13%	5%	-3%	-3	-0.8	-1%

Structural class, those above with an aryl thioether with sulfur outside any ring.
SMILES	EPAC2 antag	EPAC1 agonist	EPAC1 antag	PLK1 PBD inh	Mm-Cpn inhibitor	PI5P4Ka inh	CCT modulator	WRN helicase inh
S=C(CSc1ccccc1)Nc1cccc2ccccc12	-15%	21%	-4%	11µM*	nt	3	0.2	4%
CCc1nc(SCC(=O)c2ccccc2)c2ccccc2n1	-29%	12%	-14%	?	0%	4	1.7	-16%
O=C(O)C1CCN(C(=O)CSc2nc3ccccc3c(=O)n2Cc2ccccc2)CC1	-1%	7%	10%	-4%	-3%	-1	0.0	8%
c1ccc(-c2csc3nnc(SCc4ccc5c(c4)OCCO5)n23)cc1	1%	9%	6%	-3%	-1%	-2	-1.8	1%
CC(NC(=O)CSc1nnc2n1CCCCC2)c1ccccc1Cl (configuration not stated)	0%	12%	13%	5%	-3%	-3	-0.8	-1%

The list goes on.
Value order: EPAC2 antag	EPAC1 agonist	EPAC1 antag	PLK1 PBD inh	Mm-Cpn inhibitor	PI5P4Ka inh	CCT modulator	WRN helicase inh
> CS(=O)(=O)/C(C#N)=C/c1cccn1S(=O)(=O)c1cccc2ccccc12
 : -2%	2%	8%	-1%	nt	-9	0.8	-7%
> Cc1ccc(C(=O)ON=C2CCN(S(=O)(=O)c3ccccc3)CC2)cc1
 : -5%	17%	-6%	27µM*	0%	-8	-2.3	6%
> Cc1ccn2c(=O)nc(SCC(=O)N3CCCCC3)nc2c1
 : -5%	4%	-3%	-12%	-2%	-2	-2.5	?
> Cc1nn2c(N3CCOCC3)cc(C(C)(C)C)nc2c1-c1ccc(Cl)cc1
 : 0%	3%	-2%	5%	4%	0	-0.1	3%
> COc1ccc(C(=O)CN2CCN(CCN3C(=O)c4cccc5cccc(c45)C3=O)CC2)cc1
 : -3%	0%	2%	19µM*	nt	-24	-2.5	16%
> CC1CC(C)CN(S(=O)(=O)c2ccc3c(c2)CC(=O)N3)C1 (configuration not stated)
 : 9%	-6%	-14%	-7%	1%	-1	1.1	4%
> CC1CC1C(=O)NCCc1ccc(Cl)cc1 (configuration not stated)
 : -1%	2%	6%	-5%	2%	0	-7.4	-9%
> Cc1ccc(-c2noc(CSc3nnc(-c4ccccc4)n3C)n2)cc1
 : -4%	10%	-6%	-2%	4%	nt	-1.0	-5%
> CCOc1ccc(S(=O)(=O)N2CCCC(C(=O)NCc3cccnc3)C2)cc1C (configuration not stated)
 : 1%	1%	4%	5%	-1%	3	0.2	-2%[57.1 µM]
> Cc1c(CCOC(=O)CC23CC4CC(CC(C)(C4)C2)C3)sc[n+]1Cc1ccc([N+](=O)[O-])cc1
 : 7%&1%	3%&2%	-29%&8%	-5%&-13%	3%	5&-3	2.6&0.7	1%&-12%
> O=C(NC(=S)Nc1ccc([N+](=O)[O-])cc1O)C1CCCCC1
 : -2%	0%	2%	-28%	2%	-10	1.1	-6%
> CCC(C)c1ccc(NC(=O)C2=CC=CN3CCS(=O)(=O)N=C23)cc1 (configuration not stated)
 : -8%	0%	-3%	-14%	0%	3	-1.4	2%
> Cc1noc(C)c1C(=O)N1CCC1(C)C(=O)NS(=O)(=O)c1ccccc1C(F)(F)F (configuration not stated)
 : 6%	-6%	-26%	-14%	nt	-2	-0.6	7%
> CCC(C(=O)NC1CCCCC1)N(CC1CCCO1)C(=O)CNS(=O)(=O)c1ccc(OC)cc1 (configuration not stated)
 : 10%	0%	5%	-4%	1%	-4	-1.3	-22%
> CCCCNC(C(=O)Nc1ccc(Cl)c([N+](=O)[O-])c1)c1ccccc1 (configuration not stated)
 : -18%	16%	9%	11%	?	0	-0.9	-14%[57.1 µM]
> Cn1c(=O)c2c(nc(Br)n2C/C=N/NC(N)=S)n(C)c1=O
 : 7%	-4%	1%	1%	-20%	0	-1.4	4%
> CC(NC(=O)CN1C(=O)NC2(CCCC2)C1=O)c1ccc2ccccc2c1 (configuration not stated)
 : -4%	-3%	7%	-4%	-3%	-8	1.5	13%
> CCOCCCn1c(=S)[nH]c2cc(C(=O)N3CCC(C(N)=O)(N4CCCCC4)CC3)ccc2c1=O
 : -9%	-4%	-23%	-12%	1%	5	-0.8	-4%

Two of the compounds above, field by field.
> CC(NC(=O)CN1C(=O)NC2(CCCC2)C1=O)c1ccc2ccccc2c1 (configuration not stated)
  EPAC2 antag = -4%; EPAC1 agonist = -3%; EPAC1 antag = 7%; PLK1 PBD inh = -4%; Mm-Cpn inhibitor = -3%; PI5P4Ka inh = -8; CCT modulator = 1.5; WRN helicase inh = 13%

> Cn1c(=O)c2c(nc(Br)n2C/C=N/NC(N)=S)n(C)c1=O
  EPAC2 antag = 7%; EPAC1 agonist = -4%; EPAC1 antag = 1%; PLK1 PBD inh = 1%; Mm-Cpn inhibitor = -20%; PI5P4Ka inh = 0; CCT modulator = -1.4; WRN helicase inh = 4%

Screening results (PubChem BioAssay)
